KDM5B inh = inhibitors of human KDM5B histone demethylase; Potency, µM (highest dose often 57.7 µM), inactives show at the top dose activity change, negative = inhibition, usual class: inhibitors; KDM5B demethylase, FDH-coupled NADH fluorescence (FDH is formaldehyde dehydrogenase); Q9UGL1; 220,000 tested, 2.6% active; active = well fitted inhibition curve with a large enough effect; inconclusive = small, poorly fitted or top-dose-only effect; inactive = no such curve, though single readings can be large or run the other way; note: 0% is about no effect; nearly all actives have a fitted effect of over 70% in size
Target sequence (Q9UGL1 whole entry, looked up): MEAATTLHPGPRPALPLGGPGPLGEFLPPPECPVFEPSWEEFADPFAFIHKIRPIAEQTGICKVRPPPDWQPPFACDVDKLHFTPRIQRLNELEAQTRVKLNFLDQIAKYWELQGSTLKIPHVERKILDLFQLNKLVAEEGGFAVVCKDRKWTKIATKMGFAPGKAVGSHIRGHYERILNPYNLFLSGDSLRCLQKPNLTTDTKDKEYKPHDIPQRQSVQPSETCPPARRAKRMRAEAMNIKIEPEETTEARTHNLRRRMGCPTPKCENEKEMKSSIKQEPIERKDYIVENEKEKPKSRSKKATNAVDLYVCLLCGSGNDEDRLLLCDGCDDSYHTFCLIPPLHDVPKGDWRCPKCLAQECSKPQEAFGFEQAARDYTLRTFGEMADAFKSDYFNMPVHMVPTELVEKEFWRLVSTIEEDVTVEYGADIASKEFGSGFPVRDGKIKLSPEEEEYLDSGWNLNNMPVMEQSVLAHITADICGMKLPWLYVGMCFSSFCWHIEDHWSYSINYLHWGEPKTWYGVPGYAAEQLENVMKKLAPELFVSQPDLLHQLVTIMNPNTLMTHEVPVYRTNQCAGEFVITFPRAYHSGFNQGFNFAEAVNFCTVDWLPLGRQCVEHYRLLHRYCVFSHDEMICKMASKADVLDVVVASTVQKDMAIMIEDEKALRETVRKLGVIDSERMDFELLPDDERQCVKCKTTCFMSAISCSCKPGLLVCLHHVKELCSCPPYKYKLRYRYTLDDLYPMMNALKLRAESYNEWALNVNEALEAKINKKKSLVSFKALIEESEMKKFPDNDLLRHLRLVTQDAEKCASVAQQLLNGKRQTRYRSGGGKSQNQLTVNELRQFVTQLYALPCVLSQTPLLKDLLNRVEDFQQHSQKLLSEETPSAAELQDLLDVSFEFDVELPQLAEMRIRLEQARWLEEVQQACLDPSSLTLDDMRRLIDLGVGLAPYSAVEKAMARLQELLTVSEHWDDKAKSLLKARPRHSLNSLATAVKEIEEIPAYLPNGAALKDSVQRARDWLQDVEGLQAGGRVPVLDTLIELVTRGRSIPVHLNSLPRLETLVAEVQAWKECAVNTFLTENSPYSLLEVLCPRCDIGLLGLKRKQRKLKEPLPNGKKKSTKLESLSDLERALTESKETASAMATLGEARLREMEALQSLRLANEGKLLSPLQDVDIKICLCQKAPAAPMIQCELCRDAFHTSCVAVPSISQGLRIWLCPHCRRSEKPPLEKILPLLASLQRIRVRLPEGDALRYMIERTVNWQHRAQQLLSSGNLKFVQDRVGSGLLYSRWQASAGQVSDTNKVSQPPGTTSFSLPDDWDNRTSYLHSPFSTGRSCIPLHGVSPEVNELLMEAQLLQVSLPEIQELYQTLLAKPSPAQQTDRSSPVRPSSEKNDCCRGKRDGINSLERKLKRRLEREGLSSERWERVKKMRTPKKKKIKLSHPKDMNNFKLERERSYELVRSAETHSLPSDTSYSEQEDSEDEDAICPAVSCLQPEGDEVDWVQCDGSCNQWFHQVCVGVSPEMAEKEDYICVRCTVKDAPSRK
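Measured: NADH fluorescence change, 30 min, RT. System: KDM5BΔAP 200 nM final, H3K4me3 peptide, α-KG, Fe(II), ascorbate, NAD⁺ plus FDH, pH 7.5 HEPES. Compounds: titrated, 10 min pre-incubation with enzyme.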
The depositor's hits bear a star; i = inactive; ? = inconclusive; & = joins results of further samples; [ ] = remark or other dose. Potency is the fitted concentration of half-maximal effect. A portion of the library; rates above refer to the full screens.

SMILES | KDM5B inh
COc1cc(C2CC(=O)Nc3[nH]ncc32)ccc1OCc1ccc(Cl)cc1 (stereo not drawn) | 8%
O=C1CC2CCCC(C1)N2[S+](=O)([O-])c1ccccc1 | -18%[86.2 µM]
O=C1NCc2ccccc2CC12CCN(Cc1cc(O)cc(O)c1)CC2 | ?
COc1ccc(NC(=O)N2CCc3c(C(=O)NCCN4CCCCCC4)cccc32)cc1 | -19%
COC(=O)c1ccccc1N(C)S(=O)(=O)c1cc2c3c(c1)CC(=O)N3CCC2 | 2%
Cc1cccc(C(=O)N[C@@H]2CN(C3CCOCC3)C[C@H]2CN(C)C)c1 | ?
OC12CC3CC(C1)CC(NCc1ccco1)(C3)C2 | -10%
COc1ccc(Cc2nnc(SCC(=O)Nc3ccc(F)cc3)n2C)cc1 | 11%
O=C(Nc1ccccc1C(=O)O)c1ccc(NC(=O)C2CC2)cc1 | -20%
COc1ccccc1-c1nnc2ccc(Oc3cccc(NC(C)=O)c3)nn12 | 15%
Cc1onc(-c2ccccc2F)c1C(=O)NCc1cccs1 | 2%
CCN1CC(c2ccccc2)CC2(CCN(C(=O)c3ccon3)CC2)C1 (stereo not drawn) | 12%
COc1ccc(CNC(=O)c2cc3c(s2)CN(C2CC2)C3)cc1OC | 11µM*
Cc1[nH]cnc1-c1nccn1CC(CO)Cc1cccs1 (stereo not drawn) | 9%
CN1CCN(C(=O)[C@@H]2CCC[C@@H](NCc3cccc(Cl)c3)CN(C)C(=O)C2)CC1 | -16%[86.2 µM]
CC(C)(C)C(CCC(=O)O)CC(=O)O (stereo not drawn) | 18%
O=C(COc1ccc(-c2nnc(Nc3ccc(F)cc3)c3ccccc23)cc1)N1CCCCC1 | -1%
Cc1cccc(NC(=O)c2cc(-c3cc(C)c(C)cc3O)n[nH]2)c1 | 3%
C=C(C)Cn1c(NCCOC)nc2c1c(=O)n(C)c(=O)n2C | 13%
CC(=O)Nc1ccc(C(=O)NCC(c2ccco2)N(C)C)cc1 (stereo not drawn) | -21%

Among those listed so far, two contain a Cl atom:
SMILES | KDM5B inh
COc1cc(C2CC(=O)Nc3[nH]ncc32)ccc1OCc1ccc(Cl)cc1 (stereo not drawn) | 8%
CN1CCN(C(=O)[C@@H]2CCC[C@@H](NCc3cccc(Cl)c3)CN(C)C(=O)C2)CC1 | -16%[86.2 µM]

Reformatted as labelled records: 2 of the compounds above.
structure: CN1CCN(C(=O)[C@@H]2CCC[C@@H](NCc3cccc(Cl)c3)CN(C)C(=O)C2)CC1
  KDM5B inh = -16%[86.2 µM]
structure: CC(C)(C)C(CCC(=O)O)CC(=O)O (stereo not drawn)
  KDM5B inh = 18%

Next structures follow.
SMILES | KDM5B inh
CC1=C(C(=O)OC(C)(C)C)C(c2ccc(Cl)cc2)C(C#N)=C(N)O1 (stereo not drawn) | ?
CCc1cccc(NC(=O)c2cc3c(=O)n(Cc4ccccc4)ccc3nc2C)c1 | ?
N#Cc1nc(-c2ccccc2F)oc1NCc1ccc(Cl)cc1 | ?
COc1cc(CNC(=O)c2ccc3nc(Cc4ccccc4F)oc3c2)cc(OC)c1OC | 11%
CCO[C@@H]1COCC[C@H]1NC(=O)CN1C(=O)COc2ccc(C)cc21 | -12%
Cc1ccc(C)c(C(=O)NCC(C)C)c1 | 21%
O=C(NCc1ccccc1)c1cc(-c2cccnc2)nc2ccccc12 | 1%
O=C(O)c1cccc2c1CCN2S(=O)(=O)c1ccccc1F | -25%
CN1CCCCCCN(C(=O)C2CC2)[C@H]2CCC[C@H]2C1=O | -6%
Cc1ccc(C)c(Sc2ccc(NC(=O)C3CCC(C(C)(C)C)CC3)cc2)c1 (stereo not drawn) | -4%
N#Cc1nc(-c2ccc(OCc3ccccc3)cc2)oc1N1CCCCC1 | 15%
CC(=O)Nc1cc(-c2nc3cc(C(C)C)ccc3o2)ccc1Cl | -8%
N#Cc1ccccc1OCC(=O)OCc1ccc(C(N)=O)cc1 | 13%
COc1cccc(Cc2nc3ccccc3nc2SCC(=O)Nc2cccc(C)c2)c1 | ?
CN1C[C@H](NCC2CC2)CCC[C@@H](C(=O)NCc2cc(F)cc(F)c2)CC1=O | -4%[86.2 µM]
CCc1ccc(-c2cc(C)no2)cc1S(=O)(=O)Nc1cc(Cl)ccc1OC | -10%
COc1ccc(Cl)cc1N1CC(O)=C(c2nc3ccc(C)cc3[nH]2)C1=N | -7%
COc1ccccc1OC(C)C(=O)c1ccc(Cl)cc1 (stereo not drawn) | -1%
CCCn1cc(NC(=O)C[C@H]2NC(=O)c3ccccc3NC2=O)c(C)n1 | 8%
Cc1cccc(Cc2c(C)nc(N3CCN(Cc4ccccc4)CC3)[nH]c2=O)c1 | 13%

Four entries from above, arranged by the value under KDM5B inh, low to high.
SMILES | KDM5B inh
CC(=O)Nc1ccc(C(=O)NCC(c2ccco2)N(C)C)cc1 (stereo not drawn) | -21%
CCO[C@@H]1COCC[C@H]1NC(=O)CN1C(=O)COc2ccc(C)cc21 | -12%
COc1ccc(Cc2nnc(SCC(=O)Nc3ccc(F)cc3)n2C)cc1 | 11%
COc1ccccc1-c1nnc2ccc(Oc3cccc(NC(C)=O)c3)nn12 | 15%

Further compounds follow:
SMILES | KDM5B inh
CC(C)(C)c1ccc(NC(=O)O[C@@H]2CO[C@H]3[C@@H]2OC[C@@H]3Nc2nccc(-c3ccc(-c4ccccc4)cc3)n2)cc1 | 50%[activator]
CN(C)Cc1ccc(C(=O)N[C@@H]2COCC[C@@H]2OCC(=O)O)o1 | -6%
CCOCc1nc(C2CCCN(C(=O)c3ccc(OC)cc3)C2)no1 (stereo not drawn) | -1%
CN(C)C[C@@H]1CN(Cc2cccnc2)C[C@H]1NC(=O)Cc1cccc(F)c1 | ?
NC(=O)NC(=O)CSCc1ccccc1 | -4%
CCCCN1C(=O)c2ccccc2C(C(=O)NCc2cccnc2)C12CCCCC2 (stereo not drawn) | 23%
COc1cc(OC)c(C(=O)Nc2nnc(C(F)(F)F)s2)cc1OC | 0%
CCN(CC)CCNC(=O)NC(=O)c1ccccc1 | -13%
N#Cc1c(NC(=O)CCn2nnc(-c3cccc(Cl)c3)n2)sc2c1CCCC2 | -6%
O=C(NCC1CC1)C(=O)Nc1ccc2cc[nH]c2c1 | 11%
CCOc1ccc(NC(=O)CC2C(=O)N(c3ccccc3)C(=O)N2CCc2sccc2C)cc1 (stereo not drawn) | -15%
COc1cc(NC(=O)Cn2c(C)cc3nc4n(c(=O)c32)CCCCC4)cc(OC)c1 | 4%
NC(=O)c1ccc2c(c1)-c1ccccc1C2=O | 11%
CCN1CCN(Cc2nc3c(c(=O)n(C)c(=O)n3C)n2Cc2c(F)cccc2Cl)CC1 | 15%
Cc1ccc(-c2ncc(C(=O)Nc3ccccc3)c(-c3ccncc3)n2)cc1 | -27%
CC(=O)NCCC(=O)N1Cc2ccccc2CC2(CCN(CC3CCNC3)CC2)C1 (stereo not drawn) | 4%[115 µM]
Cc1noc(C)c1S(=O)(=O)N1CCC(N(CCC(C)C)C2CCOCC2)CC1 | 13%
CCCNC(=O)N(C1CCOCC1)C1CCN(C(=O)c2ccc(C)s2)CC1 | 18%
Cc1occc1C(=O)NC1CCCN(Cc2ccc(CC(C)C)cc2)C1 (stereo not drawn) | 21%
O=C(O)c1cc(S(=O)(=O)Nc2cccc3ccccc23)c(Cl)cc1Cl | -2%

New compounds follow.
smiles | KDM5B inh
O=C(Nc1ccc(Br)cc1)C1C2C3CCC(C3)C12 (stereo not drawn) | 11%
CCNc1nc2ccccc2nc1C(C#N)S(=O)(=O)c1ccc(C)c(C)c1 (stereo not drawn) | ?
CCn1cc(C(=O)N2CCC3(CCCN(C)C3=O)C2)cn1 (stereo not drawn) | -10%
Cc1ccc(NC(=O)Cn2c(=O)oc3cc(S(=O)(=O)NCc4ccccc4)ccc32)cc1 | -7%
COc1ccc(-c2cc(C(=O)NCCc3ccccc3)c3c(-c4ccccc4)[nH]nc3n2)cc1 | ?
COc1cccc(CN2CCCC3(Cc4ccccc4CNC3=O)C2)n1 (stereo not drawn) | 7%[149 µM]
CCOC(=O)C1=C(C)Nc2nc(SCc3ccccc3Cl)nn2C1c1cccs1 (stereo not drawn) | 3%
Cc1ccccc1C(=O)N1CCC(c2n[nH]c(=O)n2Cc2ccc(F)cc2)CC1 | -3%
COCC(=O)NC[C@H]1OC[C@@H](NC2CCN(C(C)=O)CC2)[C@@H]1O | -5%[86.2 µM]
CCN(Cc1ccc2c(c1)OCO2)C(=O)NCc1nc(C)cs1 | 21%
COc1cccc(CCC(=O)NC(C)C(=O)N2CCN(c3ccccn3)CC2)c1 (stereo not drawn) | 22µM*
O=C(CC1CCCC1)NCC1CCCCC(=O)N1 (stereo not drawn) | 17%
Cc1cc(=O)n(CC(=O)Nc2ccccc2C)c(N(C)Cc2ccccc2)n1 | 7%
Cn1nc(C(=O)Nc2nc(-c3ccncc3)cs2)c2ccccc2c1=O | 11%
CC(C)NC(=O)C(C)[C@@H]1CC[C@@]2(C)CC[C@H](NC(=O)C3CC3)[C@@H](C)[C@@H]2[C@H]1O (stereo partly drawn) | 4%[86.2 µM]

Continued.
smiles | KDM5B inh
O=C(O)C/C(=C/c1csc(-c2ccc(F)cc2)n1)c1nc2ccccc2s1 | ?
Cc1nc(-c2c3n(c(=O)n(CC(=O)NCc4ccccc4)c2=O)CCCCC3)no1 | 6%
CCOC(=O)C1CCCN(C(=O)Cc2ccc(N(Cc3ccccc3)C(=O)c3ccco3)cc2)C1 (stereo not drawn) | -15%
COc1ccccc1CNC(=O)c1nccnc1N | ?
O=C(CSc1ccc(-c2cccnc2)nn1)Nc1ccccc1 | 7%
CCn1c(N2CCC(Cc3ccccc3)CC2)nc2c1c(=O)n(C)c(=O)n2C | -11%
COc1cc2c(cc1OC)C(C[C@H]1CN(S(=O)(=O)c3ccc(F)cc3)CC[C@H]1CC(=O)O)=NCC2 | i
CCOc1ccc(C(=O)N[C@@H]2CN(c3ncccn3)C[C@H]2CO)cc1 | ?
Cc1ccc(F)c(NC(=O)CCNC(=O)c2cccs2)c1 | -6%
CC(C)NC(=O)N1CCCC1c1nc(CCOCC2CC2)no1 (stereo not drawn) | 0%
Cc1cnc(C(=O)N2CCC(c3nc(CCOc4ccc(F)cc4)no3)C2)cn1 (stereo not drawn) | 4%
CSc1cccc(NC(=O)C(=O)NCc2ccccc2)c1 | 16%
C=CCN(C(=O)c1csnn1)C(C(=O)NC1CCCC1)c1ccccc1F (stereo not drawn) | 8%
COc1ccccc1CNC[C@@H]1C=C(C)[C@H](Cc2nc3c(C)cccc3[nH]2)C[C@H]1C(C)C | -30%[86.2 µM]
Cc1ccc(C(C(=O)NC2CCCCC2)N(C)Cc2ccccc2)cc1 (stereo not drawn) | -14%

Further compounds
smiles | KDM5B inh
C1CC2(CCN1)CC(OCC1CC1)CCO2 (stereo not drawn) | 11%
O=C(Nc1ccc([N+](=O)[O-])cc1)C(=O)Nc1cccc(C(=O)O)c1 | -12%
COc1ccc(NC(=O)CCCCC(=O)Nc2ccc(OC)cc2OC)c(OC)c1 | -3%
COc1cc(C#N)ccc1OCc1c(F)cccc1Cl | 13%
Cc1ccc(CNC(=O)c2ccc(-c3ccc(N4CCSCC4)nc3)cc2)o1 | i
CC(Nc1ccc(C23CC4CC(CC(C4)C2)C3)cc1)C(=O)Nc1cc(C(F)(F)F)ccc1Cl (stereo not drawn) | 29%
C/C(=N/Nc1ccccc1)c1ccc([N+](=O)[O-])cc1 | -11%
Cc1ccc(Cl)cc1N1CCN(C(=O)c2cc3c(=O)oc4ccccc4c3s2)CC1 | -30%
O=C(N[C@@H]1CCN(C(=O)c2n[nH]c3c2CCC3)C[C@H]1O)c1cccnc1 | -13%
CC(C)C(=O)Nc1cccc(Cl)c1Cl | 15%
O=[N+]([O-])c1cccc(S(=O)(=O)Nc2ccc(S(=O)(=O)NCC3CCCO3)cc2)c1 (stereo not drawn) | -12%
CCN(C(=O)Cn1c(=O)n(CCCS(=O)(=O)C2CCCCC2)c(=O)c2ccccc21)c1cccc(C)c1 | -9%
COc1ccc2cc(-c3nc(-c4nonc4N)no3)c(=O)oc2c1 | 33%[activator]
Cc1c(-c2ccccc2)nc2c(Cl)cccc2c1C(=O)OCC(=O)c1ccc(F)cc1 | -13%
CSc1ccc(CN(C)S(=O)(=O)c2ccc3c(c2)OCCCO3)cc1 | -4%

Further structures follow:
smiles | KDM5B inh
Clc1cc(Cl)cc(NC2CNC2)c1 | ?
COc1ccc(OC)c(CC2C(=O)Nc3ccc(Br)cc32)c1 (stereo not drawn) | 4%&-25%
CN(C)CC(O)COc1ccc(NC(=O)NCc2ccccc2)cc1 (stereo not drawn) | 6%
CC(=O)N1CCC([C@@H]2CN(C(=O)COc3ccccc3)C[C@H]2CO)CC1 | -15%
CN(Cc1ccc(F)cc1)C(=O)Cn1nc(C(N)=O)c2ccccc2c1=O | 10%
Cc1ccc(CCNC(=O)CCCn2c(=O)c3ccccc3n(CC(=O)Nc3cc(Cl)ccc3C)c2=O)cc1 | -4%
CCCC(=O)C1C(=O)CC(c2ccc(OC)c(OC)c2)CC1=O (stereo not drawn) | 0%
O=C(NCc1ccccc1)C1CCC(=O)N1C1CCN(C(=O)c2ccccc2F)CC1 (stereo not drawn) | 18%
CC1CCCCC1NC(=O)C1CC=CCC1 (stereo not drawn) | 6%
COCCNc1c2c(nc3c(-c4ccccc4)c(C)nn13)CCC2 | 0%
CCOC(=O)c1cc2c(=O)n3ccccc3nc2n(Cc2ccco2)c1=NC(=O)c1ccc(OCC)cc1 | ?

Screens from PubChem.
